High-throughput results (PubChem BioAssay)
MrgX1 antagonist: human MrgX1 receptor antagonism, primary screen; Q96LB2; MRGX1-HEK293 calcium flux, Fluo-4, BAM8-22 antagonism; hits give low values; B-score at 10 µM; 310,000 tested, 1.3% active; AID 588676;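 active = calcium-response B-score plate-corrected more than 3 library SD below zero, starting fluorescence within 5 deviations, no agonist response on first addition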;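 note: peak minus trough fluorescence over baseline after final BAM8-22 challenge near maximal dose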
HIF act: HIF pathway transcriptional activation | U2OS HRE-luciferase reporter, luminescence; normalized: DMSO 0%, desferrioxamine 100% | activation, % at 7.5 µM (by protocol) | 300,000 tested, 0.32% active | AID 1910;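 active = mean activation of at least 10% of the iron chelator positive control signal, with at least half of replicates also reaching 10%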
RGS4 pot: potentiators or activators of RGS4; HEK293 M3R/inducible RGS4, carbachol calcium flux Fluo4; hits give low values; B-score at 10 µM; 310,000 tested, 0.92% active;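 active = B-score of the integrated calcium signal more than 4 SD below the library mean, with starting fluorescence not abnormally high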;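 note: negative B-score means reduced calcium response which marks RGS4 activation or potentiation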
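Material: M3R-expressing HEK293 line, RGS4 induced by doxycycline | Schedule: Overnight RGS4 induction, 30 min dye load 37 °C, 20 min compound RT | Measured by: Fluo4 fluorescence kinetic imaging of calcium | Read-out: Integrated calcium ratio converted to B score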
TRPC6 inh: mouse TRPC6 channel inhibition | Q61143 | HEK293-TRPC6, membrane potential dye, ACh-evoked depolarization; hits give low values | B-score at 10 µM | 310,000 tested, 1.1% active | AID 2553;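 active = B-score under library mean minus 3 SD, initial fluorescence not abnormally high, positive integrated signal ratio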;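 note: B-score derived from integrated fluorescence ratio over the kinetic read; more negative B-score means stronger inhibition of depolarization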
Target sequence (Q61143 whole entry, looked up): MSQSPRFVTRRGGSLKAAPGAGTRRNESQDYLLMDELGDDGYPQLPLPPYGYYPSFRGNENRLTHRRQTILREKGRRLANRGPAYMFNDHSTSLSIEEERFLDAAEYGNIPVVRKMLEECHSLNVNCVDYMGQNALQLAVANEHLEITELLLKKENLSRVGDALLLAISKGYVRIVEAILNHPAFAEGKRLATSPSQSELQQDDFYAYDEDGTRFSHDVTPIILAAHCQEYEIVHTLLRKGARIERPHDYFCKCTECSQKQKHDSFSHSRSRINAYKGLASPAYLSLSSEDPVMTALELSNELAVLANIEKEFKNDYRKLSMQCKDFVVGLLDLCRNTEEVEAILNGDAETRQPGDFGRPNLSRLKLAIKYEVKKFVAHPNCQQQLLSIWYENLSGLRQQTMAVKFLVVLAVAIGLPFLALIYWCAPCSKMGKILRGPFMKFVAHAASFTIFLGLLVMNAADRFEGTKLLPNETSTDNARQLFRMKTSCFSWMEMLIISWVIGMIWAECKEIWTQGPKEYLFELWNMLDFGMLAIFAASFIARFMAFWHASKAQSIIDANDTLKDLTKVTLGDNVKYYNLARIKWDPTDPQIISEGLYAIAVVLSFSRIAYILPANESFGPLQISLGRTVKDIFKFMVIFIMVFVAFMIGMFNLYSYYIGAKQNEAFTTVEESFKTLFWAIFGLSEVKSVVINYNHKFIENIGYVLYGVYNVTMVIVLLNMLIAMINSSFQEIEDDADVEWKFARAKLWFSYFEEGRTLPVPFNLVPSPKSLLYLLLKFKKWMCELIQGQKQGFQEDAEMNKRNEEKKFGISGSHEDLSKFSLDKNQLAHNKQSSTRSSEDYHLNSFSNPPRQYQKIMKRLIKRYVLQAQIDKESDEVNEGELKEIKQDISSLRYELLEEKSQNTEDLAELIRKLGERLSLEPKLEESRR
Platelet DG rel: modulates dense granule release in human platelets; 300,000 tested, 0.22% active; human platelet-rich plasma, SFLLRN dense granule ATP release, luminescence; inhibition, %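 (compounds screened at 7.5 µM in platelet-rich plasma)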; AID 1663;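 active = mean replicate score, as percent of positive control, at or above 50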
MrgX1 agonist: human MrgX1 receptor agonism, primary screen; Q96LB2; MrgX1-HEK293 cells, Fluo-4 calcium fluorescence, agonist mode; hits give high values; B-score at 10 µM; 310,000 tested, 0.44% active; AID 588627;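 active = calcium response B-score plate-corrected fluorescence ratio at least 3 library SD, with starting fluorescence B-score inside 5 SD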
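Test system: Stable human MrgX1 HEK293 cell line | Schedule: Overnight plating before 1 h dye loading | Read-out basis: Baseline-normalised fluorescence change ratio, B-scored | Detection: Kinetic calcium dye fluorescence, Fluo-4 NW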
RGS4 inh: inhibitors of human RGS4; P49798; HEK293 M3R/RGS4 inducible, Fluo-4 calcium flux; hits give high values; triggered by carbachol at its EC20; B-score at 10 µM; 310,000 tested, 0.45% active; AID 463165;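 active = B-score, a plate-corrected calcium signal, over three deviations above library mean, with baseline fluorescence within five deviations of library mean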;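 note: RGS4 expression induced by doxycycline in cells with stable M3 receptor; B-score is computed from the integrated fluorescence ratio over baseline after carbachol; higher B-score means a larger calcium signal and so more RGS4 inhibition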
Target sequence (P49798 whole entry, looked up): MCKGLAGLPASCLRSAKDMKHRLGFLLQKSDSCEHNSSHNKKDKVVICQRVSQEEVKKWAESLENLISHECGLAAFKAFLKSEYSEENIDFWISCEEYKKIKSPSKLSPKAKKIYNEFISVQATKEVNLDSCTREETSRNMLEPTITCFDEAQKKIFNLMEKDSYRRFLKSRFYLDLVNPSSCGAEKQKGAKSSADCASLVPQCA
MrgX1 allo act: allosterically activates human MrgX1 receptor signaling; Q96LB2; MrgX1-HEK293, Fluo-4 calcium flux, FDSS; hits give high values; B-score at 10 µM; 310,000 tested, 0.63% active;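 active = plate-corrected calcium response at least 3 library SD above typical, normal starting fluorescence, not activating the receptor alone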;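 note: compound read alongside a low EC10 to EC30 dose of BAM8-22 agonist; peak minus trough fluorescence over baseline measured at the second addition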
TRPC6 activator: activators of mouse TRPC6 channel | 310,000 tested, 0.13% active | B-score at 10 µM | Q61143 | AID 2550 | HEK293-TRPC6 membrane potential dye fluorescence; hits give high values;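 active = B-score of the integrated fluorescence ratio above library mean plus 3 SD, and starting fluorescence ratio within library mean plus 5 SD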;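 note: higher score means more depolarization so channel activation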
SKKanGAS inh: SKKanGAS growth inhibition | S. pyogenes SKKanGAS, kanamycin growth, BacTiter-Glo, 6 h | inhibition, % at 7.5 µM | 300,000 tested, 1.3% active | AID 1662;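 active = mean replicate score, as percent of positive control median, at least 50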;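 note: strain carries kanamycin resistance gene driven by streptokinase promoter and grows in 40 µg/ml kanamycin; loss of luminescence reflects streptokinase promoter inhibition or plain growth inhibition; 0% = median of DMSO wells and 100% = positive control at its reference dose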
TRPC4 block: TRPC4 (mouse) channel inhibition. Q9QUQ5. AID 2247. HEK293 TRPC4beta/mu-opioid, DAMGO-evoked Fluo4 calcium flux; hits give low values. 300,000 tested, 0.39% active. B-score at 10 µM;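 active = B-score over 3 SD under the library average, no early fluorescence shift, positive overall ratio signal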
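material = TRPC4beta/mu-opioid receptor HEK293 cell line | probe or stimulus = sequential submaximal and maximal DAMGO stimulation | compound dosing = one concentration per compound | measured by = Fluo4 Ca2+ flux fluorescence | evaluation = integrated fluorescence ratio relative to baseline, converted to per-well B score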
* = called active by the depositor; i = inactive; x = no result given.

SMILES | MrgX1 antagonist | HIF act | RGS4 pot | TRPC6 inh | Platelet DG rel | MrgX1 agonist | RGS4 inh | MrgX1 allo act | TRPC6 activator | SKKanGAS inh | TRPC4 block
Cn1c(=O)c2c(nc(SCc3ccccc3F)n2C)n(C)c1=O | i | 1.7 | i | i | 7 | i | i | i | i | 12 | i
CCCC[C@@H]1CNC(=S)N1CCCc1cc(OC)c(OC)c(OC)c1 | i | -1.1 | i | i | 0 | i | i | i | i | 1 | i
COC(=O)c1ccc(NC(=O)Cc2ccccc2)cc1 | i | 4.5 | i | i | 3 | i | i | i | i | 0 | i
O=C(CSc1nc(C(F)(F)F)cc(=O)[nH]1)N1CCOCC1 | i | -0.1 | i | i | -30 | i | i | i | i | -9 | i
Cc1cccc(N2CCN(C(=O)CSc3nc4ccccc4nc3N3CC(C)OC(C)C3)CC2)c1C (centres undefined) | i | -0.1 | -8.1* | i | -2 | i | i | i | i | 34 | i
Cc1cccc(N2CCN(C(=S)c3ccc(-c4ccccc4[N+](=O)[O-])o3)CC2)c1 | i | 0.7 | i | i | -13 | i | i | i | i | 5 | i
CCOC(=O)CSc1nnc2c3ccccc3n(CC)c2n1 | i | 0.6 | i | i | 0 | i | i | i | i | 8 | i
O=C(Nc1ccccc1C(=O)Nc1ccccn1)c1cccc([N+](=O)[O-])c1 | i | -0.7 | i | i | 7 | i | i | i | i | 9 | i
C=CCn1c(SCC(=O)NC)nc2sc3c(c2c1=O)CCC3 | i | 0.1 | i | i | -3 | i | i | i | i | 30 | i
Cc1ccccc1OCC(=O)Nc1ccc2c(c1)n(C)c(=O)n2C | i | 0.0 | i | i | 1 | i | i | i | i | -5 | i
Cc1ccc(CN2CCN(/N=C/c3ccc(C(F)(F)F)cc3)CC2)cc1 | i | -0.1 | i | i | -14 | i | i | i | i | 7 | i
Cc1ccc(S(=O)(=O)/N=C(\c2ccc(F)cc2)n2c(C)nc3ccccc32)cc1 | i | -0.2 | i | i | 52* | i | i | i | i | -2 | i
Cc1cc(C(c2ccc(C)o2)c2ccc(C)o2)c(O)c([N+](=O)[O-])c1 | i | -0.3 | i | i | -6 | i | i | i | i | 15 | i
O=C(NNS(=O)(=O)c1ccccc1)C1CCN(S(=O)(=O)c2ccc(Cl)cc2)CC1 | i | -0.8 | i | i | -2 | i | i | i | i | 2 | i
O=C(O)CCCNc1c(C(=O)Nc2ccc(Cl)cc2)cc([N+](=O)[O-])cc1[N+](=O)[O-] | i | 0.0 | i | i | 2 | i | i | i | i | 1 | i
CSc1nnc(-c2cnccn2)n1C | i | 0.3 | i | i | -5 | i | i | i | i | -4 | x
CC(C)N(Cc1nc(-c2ccc(Cl)cc2)no1)C(=O)c1cccs1 | i | 0.1 | i | i | -2 | i | i | i | i | -19 | i
CCCCCc1ccc(-c2cn(Cc3ccc4ccccc4c3)nn2)cc1 | i | 1.4 | i | i | 2 | i | i | i | i | 1 | i
COc1ccccc1CNC(=O)C1CCC(CNc2c(N3CCCCC3)c(=O)c2=O)CC1 (centres undefined) | i | -0.9 | i | i | -6 | i | i | i | i | -15 | i
COc1ccc(N2C(=O)NC(NS(=O)(=O)c3ccccc3)(C(F)(F)F)C2=O)cc1 (centres undefined) | i | -0.2 | i | i | 9 | i | i | i | i | 35 | i
O=C(Nc1nc(-c2ccccn2)cs1)C1CC(=O)N(c2ccc3c(c2)OCCO3)C1 (centres undefined) | i | -0.8 | i | i | 13 | i | i | i | i | 7 | i
Cc1cc(C)c2c(=O)[nH]c(SCC(=O)Nc3ccccc3)nc2n1 | i | 0.1 | i | i | -2 | i | i | i | i | 27 | i
COc1ccc(N2C(=O)CN(Cc3ccc(OC)c(OC)c3)C2=S)cc1 | i | -0.7 | i | i | 12 | i | i | i | i | 0 | i
Cc1ccc(C(=O)COc2nc(C)cc(C)c2C#N)cc1 | i | 0.2 | i | i | 11 | i | i | i | i | 1 | i
CC(C)N(Cc1ccccc1)CC(O)COc1ccc(S(=O)(=O)N2CCOCC2)cc1Cl (centres undefined) | i | 0.4 | i | i | 13 | i | i | i | i | -2 | i
Following part:
SMILES | MrgX1 antagonist | HIF act | RGS4 pot | TRPC6 inh | Platelet DG rel | MrgX1 agonist | RGS4 inh | MrgX1 allo act | TRPC6 activator | SKKanGAS inh | TRPC4 block
CCOC(=O)CN1C(=O)N[C@@H](c2ccco2)C(C(C)=O)=C1C | i | -0.3 | i | i | 7 | i | i | i | i | 1 | i
Cc1ccccc1C(=O)NNS(=O)(=O)c1cccc([N+](=O)[O-])c1 | i | -1.7 | i | i | -1 | i | i | i | i | -1 | i
O=C(NC(=O)c1ccccc1)OCC1CCCN2CCCCC12 (centres undefined) | i | 0.0 | i | i | 2 | i | i | i | i | -4 | i
COc1ccc(OC)c(Nc2nc(-c3ccc(O)c(O)c3)cs2)c1 | i | 1.4 | i | i | 4 | i | i | i | i | 8 | i
COc1ccc(C(=O)N=C2SC3CS(=O)(=O)CC3N2c2ccc(C(C)=O)cc2)cc1 (centres undefined) | i | 0.0 | i | i | -5 | i | i | i | i | 4 | i
O=[N+]([O-])c1cc(/C=N/O)ccc1Oc1ccccc1Cl | i | 0.6 | i | i | -1 | i | i | i | i | 1 | i
CCCCN(CCCC)C(=O)c1cc(Cl)ccc1[N+](=O)[O-] | i | 0.1 | i | i | 2 | i | i | i | i | 0 | i
C=CCOC(=O)c1sc(NC(=O)c2ccco2)nc1C | i | 3.8 | x | x | 4 | i | x | i | x | 15 | x
CCn1cc(C(=O)N2CCCC2)c(=O)c2cc(S(=O)(=O)N3CCOCC3)ccc21 | i | -0.2 | i | i | -13 | i | i | i | i | x | i
O=C(N/N=C/c1ccc(-c2ccccc2C(=O)O)o1)c1cccs1 | i | 0.2 | i | i | 15 | i | i | i | i | -14 | i
COc1ccc2c(c1)O[C@@H](c1cccc(C(F)(F)F)c1)[C@H](OC(=O)NCCc1ccc(OC)c(OC)c1)C2=O | i | -0.7 | i | i | 1 | i | i | i | i | 32 | i
CCN(CC)S(=O)(=O)c1cc(NC(=O)C(C)OC(=O)c2[nH]c(C)c(C(C)=O)c2C)ccc1C (centres undefined) | i | 0.0 | i | i | -5 | i | i | i | i | 1 | i
CCC1COCCS(=O)(=O)N1Cc1cccc(C(F)(F)F)c1 (centres undefined) | i | -0.2 | i | i | 0 | i | i | i | i | -3 | i
O=C(c1cc(-c2ccc(Br)cc2)on1)N1CCc2ccccc2C1 | i | -0.2 | i | i | -6 | i | i | i | i | -7 | i
Cc1cc(=O)[nH]c(N2CCN(C(=O)c3ccco3)CC2)n1 | i | -0.6 | i | i | 5 | i | i | i | i | 5 | i
COC(=O)c1ccc(NC(=O)C(=O)c2c[nH]c3ccccc23)cc1 | i | 1.2 | i | i | 11 | i | i | i | i | -8 | i
Cc1cccc(NC(=O)CN(C)S(=O)(=O)c2ccc(Br)cc2)n1 | i | -0.4 | i | i | -13 | i | i | i | i | -1 | i
O=C(NC(=S)Nn1cnnc1)c1cccc(Br)c1 | i | 0.2 | i | i | 26 | i | i | i | i | 2 | i
CCOC(=O)NC(=O)/C(C#N)=C(/C)N(C)C | i | -0.3 | i | i | -5 | i | i | i | i | -2 | i
Cc1ccccc1OCC(=O)N1CCC2(CC1)CC(=O)c1ccccc1O2 | i | -0.3 | i | i | 8 | i | i | i | i | -6 | i
COc1ccccc1-c1nn2c(=O)cc(C)nc2s1 | i | 1.0 | i | i | 2 | i | i | i | i | -5 | i
CCN1CCN(CCNC(=O)CSCc2nc(-c3ccc(OC)c(OC)c3)oc2C)CC1 | i | -0.1 | i | i | 1 | i | i | i | i | -4 | i
CCOC(=O)C1=C(C)NC(=O)NC1C (centres undefined) | i | x | i | i | 0 | i | i | i | i | 4 | i
COc1cc(/C=N/NC(=O)CC2(C)OCCCO2)ccc1OCc1ccc(Cl)cc1Cl | i | 1.8 | i | i | -5 | i | i | i | i | -1 | i
O=C(COC(=O)c1cccnc1Cl)c1ccc(Cl)cc1Cl | i | -0.1 | i | i | 17 | i | i | i | i | 6 | i
Carrying on:
SMILES | MrgX1 antagonist | HIF act | RGS4 pot | TRPC6 inh | Platelet DG rel | MrgX1 agonist | RGS4 inh | MrgX1 allo act | TRPC6 activator | SKKanGAS inh | TRPC4 block
Cc1cc(C)cc(C(=O)Nc2ccc(N3CCCC3)cc2)c1 | i | 5.2 | i | i | -7 | i | i | i | i | -11 | i
Fc1ccc(-c2ccc(CNCc3ccccn3)o2)cc1Cl | i | 1.3 | i | i | 6 | i | i | i | i | 15 | i
CCCn1nc(C(=O)OCC(=O)c2ccccc2)c2ccccc2c1=O | i | -0.1 | i | i | -7 | i | i | i | i | 2 | i
CCSc1nnc(CNc2ccc(F)cc2)n1CC1CCCO1 (centres undefined) | i | -0.2 | i | i | 3 | i | i | i | i | -4 | i
O=C(NC(=S)Nc1cccc2ncccc12)c1ccco1 | i | 0.5 | i | i | -7 | i | i | i | i | 2 | i
O=C(Nc1ccccc1Br)C1CC(=O)N(c2ccc3c(c2)OCCO3)C1 (centres undefined) | i | -7.8 | i | i | 2 | i | i | i | i | -1 | i
C=CCn1c(CSCc2ccccc2)nnc1SCC(=O)N1CCN(c2ccccc2)CC1 | i | 0.0 | i | i | -13 | i | i | i | i | 3 | i
CCOC(=O)c1ccc(NC(=S)NC2CCCC2)cc1 | i | 0.9 | i | i | -1 | i | i | i | i | 0 | i
O=C(C1CCN(C2CCN(Cc3ccsc3)CC2)CC1)N1CCOCC1 | i | 0.2 | i | i | 16 | i | i | i | i | -3 | i
COc1ccc(C2c3ccc4ccccc4c3Oc3ncn(CCO)c(=N)c32)cc1 (centres undefined) | i | -7.7 | i | i | -3 | i | i | i | i | 3 | i
COc1cc(C(=O)NCc2nnc(SCC(=O)N3CCC(C)CC3)o2)cc(OC)c1OC | i | 0.6 | i | i | 6 | i | i | i | i | -16 | i
O=C(NCC(c1cccnc1)N1CCN(c2ccc(F)cc2)CC1)c1ccc(F)cc1 (centres undefined) | i | 0.0 | i | i | 18 | i | i | i | i | -5 | i
O=C(CSC1=N/C(=C/c2ccc(Cl)c(Cl)c2)C(=O)N1c1ccccc1F)NC1CC1 | i | 0.5 | i | i | 8 | i | i | i | i | 18 | i

Results in RGS4 inh, MrgX1 antagonist and HIF act, for some of the entries so far:
molecule,RGS4 inh,MrgX1 antagonist,HIF act
O=C(NC(=S)Nc1cccc2ncccc12)c1ccco1,i,i,0.5
O=C(Nc1ccccc1Br)C1CC(=O)N(c2ccc3c(c2)OCCO3)C1 (centres undefined),i,i,-7.8
